# BoNT-F LC inh: BoNT/F light chain protease inhibitors, primary screen, biochemical, flow cytometry, MLPCN library | Botulinum neurotoxin type F light chain protease (Clostridium botulinum) | Multiplex microsphere protease cleavage assay | inhibition, % at 10 µM | 360,000 tested, 0.22% active | AID 588497, 2011; in the data active means inhibition above about 35%, passing the limit was not always enough; further: plate controls were buffer without enzyme for full effect and enzyme alone for no effect
# Anthrax LF inh2: Bacillus anthracis LF protease inhibitors, primary screen, biochemical, multiplex microsphere, MLPCN library; Lethal factor (Bacillus anthracis), P15917; multiplex microsphere protease cleavage assay; inhibition, % at 10 µM; 360,000 tested, 0.12% active; AID 588501, 2011; further: plate controls were buffer without enzyme for full effect and enzyme alone for no effect
# Target sequence (P15917 whole entry, looked up): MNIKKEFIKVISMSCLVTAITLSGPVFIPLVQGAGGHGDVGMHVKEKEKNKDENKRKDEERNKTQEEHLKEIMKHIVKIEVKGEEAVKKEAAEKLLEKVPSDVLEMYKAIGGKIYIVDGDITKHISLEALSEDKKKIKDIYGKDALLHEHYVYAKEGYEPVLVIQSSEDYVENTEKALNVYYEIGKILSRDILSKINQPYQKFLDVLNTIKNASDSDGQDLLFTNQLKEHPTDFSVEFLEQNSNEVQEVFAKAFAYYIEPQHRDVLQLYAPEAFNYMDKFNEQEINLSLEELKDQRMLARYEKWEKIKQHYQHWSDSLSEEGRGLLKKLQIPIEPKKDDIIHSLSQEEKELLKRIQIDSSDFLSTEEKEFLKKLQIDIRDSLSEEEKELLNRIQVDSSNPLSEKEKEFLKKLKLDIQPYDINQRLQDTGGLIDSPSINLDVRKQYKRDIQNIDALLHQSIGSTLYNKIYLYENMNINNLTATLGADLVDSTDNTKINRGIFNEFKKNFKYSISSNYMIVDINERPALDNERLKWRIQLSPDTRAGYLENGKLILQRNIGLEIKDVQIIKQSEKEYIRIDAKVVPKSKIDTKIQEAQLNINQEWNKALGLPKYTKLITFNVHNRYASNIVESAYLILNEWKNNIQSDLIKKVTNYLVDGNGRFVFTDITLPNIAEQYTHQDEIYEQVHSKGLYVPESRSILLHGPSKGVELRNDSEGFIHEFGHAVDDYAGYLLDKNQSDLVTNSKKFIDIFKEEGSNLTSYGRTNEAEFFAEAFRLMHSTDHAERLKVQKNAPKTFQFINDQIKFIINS
# BoNT A protease: BoNT/A light chain protease inhibitors, primary screen, biochemical, flow cytometry, MLPCN library. Botulinum neurotoxin type A light chain protease (Clostridium botulinum A str. ATCC 3502). multiplex microsphere protease substrate cleavage. 360,000 tested, 0.17% active. AID 588499, 2011. inhibition, % at 10 µM; further: plate controls were buffer without enzyme for full effect and enzyme alone for no effect
# * marks the source's active call; other numbers are inactive results. Unless noted, no stated cut-off is given here; in the data, active means inhibition above about 30%; inconclusive means no clear call, values can overlap the other calls; inactive means below that.
# Sample of the layout (14 entries):
SMILES	BoNT-F LC inh	Anthrax LF inh2	BoNT A protease
CCCc1nc2cc(C)c(Br)c(C)n2c1Cc1ccsc1	-7	2	0.7
COc1ccc(CCN2C(=O)CCC2(C)c2nnnn2-c2c(C)cccc2C)cc1OC (centres undefined)	1	-5	0.3
CCCCC[C@H](C)N1C[C@H](COCc2ccccc2)Oc2cc(N3CC[C@H](N(C)C)C3)ccc2S1(=O)=O	-27	-21	-0.3
C#Cc1ccccc1OCCCN1CCC(C(O)(c2ccccc2)c2ccccc2)CC1	-6	-6	-1.1
CCCCCn1nnnc1C1c2ccccc2C(=O)N1Cc1ccco1 (centres undefined)	0	-4	0.1
COc1ccc(Cn2cc(CN3CC(N(C)C)CS3(=O)=O)nn2)cc1 (centres undefined)	3	1	0.4
CC(C)C[C@H]1CN([C@@H](CC(C)C)CN2CCC[C@H]2CN2C(=O)C(=O)NC[C@@H]2Cc2ccc(O)cc2)C(=O)C(=O)N1CC1CCCCCC1	0	-4	-0.6
COC(=O)CCCn1cc(CN2CC(N3CCN(CCN(C)C)CC3)CS2(=O)=O)nn1 (centres undefined)	0	-1	-0.9
CCOC(=O)c1c(-c2ccc(N(C)C)cc2)oc2c1C(OC)CC2 (centres undefined)	7	-3	-0.8
CN(Cc1cn(Cc2cccc(C(F)(F)F)c2)nn1)C1CN(Cc2cn(Cc3cccc(C(F)(F)F)c3)nn2)S(=O)(=O)C1 (centres undefined)	-1	0	-0.1
Cc1ccc(Cn2cc(CN3CC(N4CCN(CCN(C)C)CC4)CS3(=O)=O)nn2)cc1 (centres undefined)	2	-8	-1.4
CN(C)CCN(Cc1ccccc1)C(c1ccnc2ccccc12)c1nnnn1-c1ccc2c(c1)OCCO2 (centres undefined)	-3	6	0.4
Cc1ccc(CN2C(=O)c3ccccc3C2c2nnnn2C(C)C)cc1 (centres undefined)	-8	-4	-0.7
CC(C)C[C@H]1CN(CCCC[C@H]2CNC(=O)C(=O)N2CC2CCCCC2)C(=O)C(=O)N1CCc1ccc(O)cc1	3	-5	-0.5

# The listing, from the first entry:
SMILES	BoNT-F LC inh	Anthrax LF inh2	BoNT A protease
CCCc1nc2cc(C)c(Br)c(C)n2c1Cc1ccsc1	-7	2	0.7
COc1ccc(CCN2C(=O)CCC2(C)c2nnnn2-c2c(C)cccc2C)cc1OC (centres undefined)	1	-5	0.3
CCCCC[C@H](C)N1C[C@H](COCc2ccccc2)Oc2cc(N3CC[C@H](N(C)C)C3)ccc2S1(=O)=O	-27	-21	-0.3
C#Cc1ccccc1OCCCN1CCC(C(O)(c2ccccc2)c2ccccc2)CC1	-6	-6	-1.1
CCCCCn1nnnc1C1c2ccccc2C(=O)N1Cc1ccco1 (centres undefined)	0	-4	0.1
COc1ccc(Cn2cc(CN3CC(N(C)C)CS3(=O)=O)nn2)cc1 (centres undefined)	3	1	0.4
CC(C)C[C@H]1CN([C@@H](CC(C)C)CN2CCC[C@H]2CN2C(=O)C(=O)NC[C@@H]2Cc2ccc(O)cc2)C(=O)C(=O)N1CC1CCCCCC1	0	-4	-0.6
COC(=O)CCCn1cc(CN2CC(N3CCN(CCN(C)C)CC3)CS2(=O)=O)nn1 (centres undefined)	0	-1	-0.9
CCOC(=O)c1c(-c2ccc(N(C)C)cc2)oc2c1C(OC)CC2 (centres undefined)	7	-3	-0.8
CN(Cc1cn(Cc2cccc(C(F)(F)F)c2)nn1)C1CN(Cc2cn(Cc3cccc(C(F)(F)F)c3)nn2)S(=O)(=O)C1 (centres undefined)	-1	0	-0.1
Cc1ccc(Cn2cc(CN3CC(N4CCN(CCN(C)C)CC4)CS3(=O)=O)nn2)cc1 (centres undefined)	2	-8	-1.4
CN(C)CCN(Cc1ccccc1)C(c1ccnc2ccccc12)c1nnnn1-c1ccc2c(c1)OCCO2 (centres undefined)	-3	6	0.4
Cc1ccc(CN2C(=O)c3ccccc3C2c2nnnn2C(C)C)cc1 (centres undefined)	-8	-4	-0.7
CC(C)C[C@H]1CN(CCCC[C@H]2CNC(=O)C(=O)N2CC2CCCCC2)C(=O)C(=O)N1CCc1ccc(O)cc1	3	-5	-0.5
Cc1ccc(Cc2c(-c3cccc(Br)c3)nc3c(Cl)cc(C(F)(F)F)cn23)cc1	8	-3	2.0
C[C@@H](NC(=O)[C@@H]1CCCN1C(=O)[C@@H]1CCCN1C(=O)c1cccc2ccccc12)c1ccccc1	-3	-1	-1.3
CCCCCn1nnnc1-c1nc2cc3ccccc3cc2[nH]c1=O	4	5	5.4
CCOC(=O)c1cc(-c2cccc(O)c2)oc1C	1	-4	-0.5
O=C1NC[C@H](CCCCN2CCN(CCc3ccccc3)C(=O)C2=O)N(CCc2ccccc2)C1=O	3	-1	0.3
COC(=O)c1cccc(N2C(=O)C[C@](Sc3ccc(C)cc3)(C(=O)OC)[C@H]2c2ccccc2)c1	-2	3	0.2
CC(C)n1nnnc1C1c2ccccc2C(=O)N1CCc1ccccc1F (centres undefined)	-2	-3	-0.1
Nc1[nH]c(C(=O)c2ccccc2)c(-c2ccc(Cl)cc2)c1C(=O)NCCc1c[nH]c2ccccc12	6	-5	-0.9
COC(=O)[C@@]1(Cc2ccc(F)cc2)[C@H]2c3cc(C(=O)N(C)C)n(CCCNc4ncc(C(F)(F)F)cc4Cl)c3C[C@H]2CN1C(=O)c1ccccc1	-12	-8	-1.4
O=C(NCc1ccncc1)[C@@H]1CCCN1C(=O)[C@H]1CCCN1C(=O)c1cccc2ccccc12	-5	-4	-0.3
C#CCn1c2ccccc2c(=O)n1C(C)CBr (centres undefined)	7	1	0.3
CC(C)[C@@H]1Cc2[nH][nH]c(=O)c2[C@H](c2ccc(F)cc2)O1	-6	5	0.4
C[C@H]1COc2cccc(N3CCC[C@H]3CO)c2S(=O)(=O)N1	3	-2	0.5
CCCCn1nnnc1C1(C)CCC(=O)N1Cc1cccs1 (centres undefined)	8	4	0.5
CCOC(=O)[C@]12CCC=C1N(Cc1ccccc1)C(=O)[C@H](CC(=O)NCC13CC4CC(CC(C4)C1)C3)C2	-6	4	-0.7
O=S1(=O)CC(N2CCN(CCO)CC2)CN1Cc1cn(Cc2ccc(F)cc2)nn1 (centres undefined)	-8	-1	0.1
CCCCNC(=O)C1c2ccccc2OCC(=O)N1C1CC1 (centres undefined)	3	9	0.6
Cc1ccc(Cn2cc(CN3CC(N(C)C)CS3(=O)=O)nn2)cc1 (centres undefined)	0	-5	-0.5
CCOC(=O)[C@]12CCCC=C1N(Cc1ccc(Cl)cc1Cl)C(=O)[C@H](CC(=O)N1CCCCC1)C2	-1	1	0.3
CCOC(=O)[C@]12Cc3cc(C)ccc3[C@H]1N(C)C(=O)c1cc(OC)ccc12	0	10	0.3
CCOc1ccc(CCN2C(=O)C(=O)N([C@@H](Cc3ccccc3)CN3CCC[C@H]3CN3C(=O)C(=O)NC[C@@H]3Cc3ccccc3)C[C@@H]2Cc2ccc(O)cc2)cc1	-4	-6	0.2
CC(C)CCN1C(=O)c2ccccc2C1c1nnnn1-c1ccc2c(c1)OCCO2 (centres undefined)	9	-1	-0.1
CCCCn1nnnc1C(c1cc2ccccc2o1)N1CCCN(C(=O)OC(C)(C)C)CC1 (centres undefined)	4	2	0.2
CC(C)(O)C#Cc1ccc(N2C(c3ccsc3)=Cc3ccc(F)cc3C2c2c[nH]c3ccccc23)cc1 (centres undefined)	-1	-2	0.6
CCCCn1nnnc1C1(C)CCC(=O)N1C1CC1 (centres undefined)	0	-2	0.1
COC(=O)[C@]12CCCCC=C1N(CCC1=CCCCC1)C(=O)[C@H](CC(=O)NCc1ccccc1)C2	2	-11	-0.1
CC1=C(C(=O)N2CCCCCC2)CC(CC(=O)NC2CCCC2)C(=O)N1Cc1ccc(C(C)(C)C)cc1 (centres undefined)	-7	-1	-0.8
Cc1cccc(C)c1-n1nnnc1C(c1ccnc2ccccc12)N(Cc1ccccc1)Cc1ccccc1 (centres undefined)	0	-2	-0.6
CCC(c1nnnn1-c1ccc2c(c1)OCCO2)N1CCN(CCN2CCOCC2)CC1 (centres undefined)	-3	-9	0.0
O=C1c2ccccc2C(c2nnnn2-c2ccc3ccccc3c2)N1C1CC1 (centres undefined)	0	4	0.2
Nc1[nH]c(C(=O)c2ccccc2)c(-c2ccncc2)c1C(=O)NCCc1c[nH]c2ccccc12	-10	-8	-0.7
C[C@@H]1COc2cccc(N3CCN(Cc4ccccc4F)CC3)c2S(=O)(=O)N1	-6	-8	-0.9
CCC(c1nnnn1-c1c(C)cccc1C)N1CCN(c2cccc(C(F)(F)F)n2)CC1 (centres undefined)	0	-6	-0.9
Nc1[nH]c(C(=O)c2ccccc2)c(-c2ccccc2Br)c1C(=O)NCCc1c[nH]c2ccccc12	-9	-10	0.0
CC(C)C[C@@H](CN1CCC[C@H]1CN1C(=O)C(=O)NC[C@@H]1Cc1ccccc1)N1C[C@H](Cc2ccccc2)N(CC2CCCCC2)C(=O)C1=O	-3	-4	-0.4
COc1ccccc1Cc1c(-c2ccc(F)cc2)nc2cc(C)c(Br)c(C)n12	-20	9	1.2
CCCCC[C@@H]1CCCCC[C@H](O)C[C@@H](O)[C@@H](O)/C=C/C(=O)O1	1	-8	-0.6
CC(C)C[C@H]1CN(CCCC[C@H]2CNC(=O)C(=O)N2CCc2ccccc2)C(=O)C(=O)N1CCc1ccc(O)cc1	-9	-12	-1.2
O=C(NC1CCCCC1)C1c2ccccc2OCC(=O)N1CCc1ccccc1 (centres undefined)	1	0	-1.0
CC(C)C[C@H]1COc2cccc(N3CCC[C@@H]3CO)c2S(=O)(=O)N1	-10	-5	-0.6
C[C@@H](NC(=O)[C@@H]1CCCN1C(=O)[C@@H]1CCCN1C(=O)c1ccccc1)c1ccccc1	4	0	-0.5
CC(C)n1nnnc1C1c2ccccc2C(=O)N1Cc1ccco1 (centres undefined)	5	9	0.4
CC(C)(C)n1nnnc1C(c1cc2ccccc2o1)N1CCOCC1 (centres undefined)	4	-1	0.0
CCNC(=O)c1cc2c(c(-c3cccc(-c4ccccc4F)c3)n1)[C@@H](CCO)N(C(=O)CC1CC1)C2	-12	-6	-0.9
CCOC(=O)[C@]12CCC=C1N(Cc1ccccc1)C(=O)[C@H](CC(=O)NCCC(C)C)C2	-4	4	-0.6
CCN(C)C1CN(Cc2cn(Cc3ccc(F)cc3)nn2)S(=O)(=O)C1 (centres undefined)	-9	-4	-0.9

# Following part
SMILES	BoNT-F LC inh	Anthrax LF inh2	BoNT A protease
CC(C)C[C@@H](COCc1cccc(Cl)c1)N1CCN(C(=O)c2ccc(C(F)(F)F)cc2)CCC1=O	-8	-3	-0.1
COc1ccc(CN2C(=O)c3ccccc3C2c2nnnn2Cc2ccccc2)cc1 (centres undefined)	0	-1	0.2
O=C1CCCCC(=O)[C@H](O)C[C@H](COCc2ccccc2)O1	-2	-8	-0.2
O=C(NCc1ccccc1Cl)[C@H]1CCCN1C(=O)[C@H]1CCCN1C(=O)c1cccs1	2	-6	-0.2
O=C1NC[C@H](CCCCN2C[C@H](Cc3ccccc3)N(CCC3CCCCC3)C(=O)C2=O)N(CCc2ccc(O)cc2)C1=O	0	2	-0.3
O=C(NCc1ccncc1)[C@@H]1CCCN1C(=O)[C@H]1CCCN1C(=O)c1c(F)cccc1F	0	-1	0.1
COC(=O)[C@]12CCCCC=C1N(Cc1cccc3ccccc13)C(=O)[C@H](CC(=O)NCc1ccc(OC)c(OC)c1)C2	-12	0	-0.4
O=C(NCC(F)(F)F)c1cc2c(c(-c3cccc(-c4ccccc4F)c3)n1)[C@H](CCO)N(C(=O)CC1CC1)C2	-5	-3	0.4
Nc1[nH]c(C(=O)c2ccccc2)c(-c2ccc(Br)cc2)c1C(=O)NCCc1c[nH]c2ccccc12	1	6	0.1
Oc1ccc(C[C@H]2CNC(=S)N2C[C@H]2CCCN2C[C@H](Cc2ccccc2)N2C[C@H](Cc3ccccc3)N(CC3CCCCC3)C2=S)cc1	-8	-6	-0.9
CC(C)(C)c1ccc(C(=O)N2CCC(=O)N([C@H](COCc3ccccc3)Cc3ccccc3)CC2)cc1	2	4	-1.0
CCCCC[C@H](C)N1C[C@@H](COCc2ccccc2)Oc2cc(N3CC[C@@H](N(C)C)C3)ccc2S1(=O)=O	-14	-4	0.1
COC(=O)[C@@]1(Cc2ccc(F)cc2)[C@H]2c3cc(C(=O)N(C)C)n(Cc4ccc(Cl)c(C(F)(F)F)c4)c3C[C@H]2CN1C(=O)c1ccccc1	2	-6	-0.2
Cc1cc(Br)cn2c(Cc3ccccc3C(F)(F)F)c(-c3ccc(Cl)cc3)nc12	5	4	0.6
Nc1ccn(C2C=CC(CO)O2)c(=O)n1 (centres undefined)	0	2	0.4
COc1ccc(Cc2c(-c3ccc(OC)c(OC)c3)nc3cc(C)c(Br)c(C)n23)c(C)c1	-7	-21	0.4
COC(=O)[C@]12CCCCC=C1N(Cc1cccc3ccccc13)C(=O)[C@H](CC(=O)NCC13CC4CC(CC(C4)C1)C3)C2	-11	0	-1.3
CC(C)C[C@@H]1Cc2[nH][nH]c(=O)c2[C@H](C(C)C)O1	-7	-5	-0.2
COc1ccc([C@H]2CC(=O)C[C@@H](CCn3cc(-c4ccc(F)cc4)nn3)O2)cc1	4	-3	0.1

# The list is partial; rates above refer to the full screens.
